Screening data: PubChem, several laboratories
BaF3 tox: parental Ba/F3 cell viability inhibition, counter-screen for JAK2V617F inhibitor project, murine pro-B, CellTiter-Glo luminescence; 220,000 compounds, 1.1% hits; inhibition, % at 5.6 µM; AID 1486, 2009; CellTiter-Glo ATP luminescence;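 active means inhibition above a per-campaign cutoff, the mean inhibition of all tested compounds plus 3 SD, cut at about 27% in these data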;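 further: 0% = DMSO wells and 100% = JAK Inhibitor I control wells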
S1P4 agonist: S1P4 receptor agonists, primary screen, cell-based; Sphingosine 1-phosphate receptor 4 (Homo sapiens), O95977; 220,000 compounds, 0.35% hits; S1P4-expressing cell line, agonist reporter assay; AID 1509, 2009; activation, % at 4.98 µM; in the data active means activation above about 11%;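 further: 0% = DMSO vehicle and 100% = reference agonist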
PERK inhibitor: block of dimerizer-induced PERK translation repression, primary screen, PERK inhibitor project, CHO PERK-DD cells, SEAP luminescence, HTS; CHO PERK-DD fusion, SEAP luminescence translation reporter; 220,000 compounds, 0.17% hits; Eukaryotic translation initiation factor 2-alpha kinase 3 (Homo sapiens), Q9NZJ5; inhibition, % at 5.6 µM;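 active means inhibition above the mean inhibition of all tested compounds plus 3 SD, set separately per screening campaign, cut at about 2.9% in these data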;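 further: PERK kinase domain activated by AP20187 dimerizer at 100 nM; 0% = DMSO with dimerizer and 100% = rapamycin at 8.4 µM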
TRPML3 agonist: human TRPML3 channel agonists, primary screen, cell-based, HEK293 TRPML3-YFP, Fluo-8 calcium fluorescence, 3 µM; Mucolipin-3 (Homo sapiens), Q8TDD5; 100% = the carbachol control signal; activation, % at 3 µM; 220,000 compounds, 0.29% hits;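 active means activation above its plate's cutoff, the mean activation of the plate's test wells plus 3 SD, cut at about 12% in these data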;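 further: 0% = DMSO only wells and 100% = carbachol wells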
Target sequence (Q8TDD5 whole entry, looked up): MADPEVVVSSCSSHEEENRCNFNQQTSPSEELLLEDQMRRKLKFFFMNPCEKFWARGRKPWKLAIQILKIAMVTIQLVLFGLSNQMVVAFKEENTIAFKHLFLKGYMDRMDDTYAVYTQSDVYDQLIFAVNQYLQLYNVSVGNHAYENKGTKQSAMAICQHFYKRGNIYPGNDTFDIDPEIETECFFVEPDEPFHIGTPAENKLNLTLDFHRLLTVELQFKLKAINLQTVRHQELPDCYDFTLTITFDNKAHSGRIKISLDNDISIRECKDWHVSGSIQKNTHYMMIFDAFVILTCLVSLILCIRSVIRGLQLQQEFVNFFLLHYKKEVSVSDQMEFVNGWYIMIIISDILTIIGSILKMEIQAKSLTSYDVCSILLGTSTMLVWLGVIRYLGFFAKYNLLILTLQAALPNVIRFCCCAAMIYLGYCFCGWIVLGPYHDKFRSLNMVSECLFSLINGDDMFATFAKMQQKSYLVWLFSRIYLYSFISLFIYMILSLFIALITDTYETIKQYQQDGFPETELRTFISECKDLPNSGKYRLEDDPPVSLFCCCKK
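Test system – HEK293 line with stable expression of human TRPML3-YFP channel · Control set – carbachol 87 µM final as high control (100%), DMSO as low control (0%) · Signal – Fluo-8 calcium dye fluorescence, ex 470-495, em 515-575 nm · Incubation – 1-h 37 °C dye load, 5-s basal, 120-s post-compound reads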
EP2 mod: EP2 receptor modulators, cAMP readout, primary screen, cell-based, HTRF cAMP, PGE2 stimulation. AID 940, 2007. Prostaglandin E2 receptor EP2 subtype (Homo sapiens), P43116. induction, % at 25 µM. EP2-expressing cells, cAMP HTRF FRET, PGE2 co-stimulation. 260,000 compounds, 0.83% hits;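 active means compounds whose cAMP rise, as percent of the full-agonist control response, exceeds 60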;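 further: rat C6 glioma line stably carrying human EP2 under a CMV promoter; the protocol text gives 20 µM as final concentration; 100% = response of wells given 1 µM PGE2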
Target sequence (P43116 whole entry, looked up): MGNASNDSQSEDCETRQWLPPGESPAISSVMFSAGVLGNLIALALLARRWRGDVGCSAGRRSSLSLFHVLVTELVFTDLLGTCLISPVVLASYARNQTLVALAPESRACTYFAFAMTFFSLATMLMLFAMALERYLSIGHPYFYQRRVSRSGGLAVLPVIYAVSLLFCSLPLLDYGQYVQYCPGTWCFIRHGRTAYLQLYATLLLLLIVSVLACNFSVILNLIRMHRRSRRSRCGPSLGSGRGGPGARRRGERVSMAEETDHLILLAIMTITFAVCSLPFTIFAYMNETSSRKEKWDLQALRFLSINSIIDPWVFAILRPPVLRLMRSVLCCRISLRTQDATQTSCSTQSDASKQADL
Ba/F3 V617F tox: reduced viability of JAK2V617F-dependent Ba/F3 cells, primary screen, JAK2V617F inhibitor project, cell-based, Ba/F3 EpoR-JAK2V617F, luminescence | 220,000 compounds, 1.1% hits | ATP luminescence | inhibition, % at 5.6 µM | AID 1446, 2008;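 active means inhibition above the campaign mean plus 3 SD over all tested compounds, cut at about 24% in these data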;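 further: cytokine-independent growth of Ba/F3 cells driven by EpoR plus mutant JAK2; 0% = DMSO-treated cells and 100% = JAK inhibitor I control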
m-calpain inh: inhibitors of pig calpain II, primary screen, biochemical, fluorogenic peptide substrate, 1536-well. inhibition, % at 16 µM. purified calpain II, 30 min. 220,000 compounds, 0.37% hits;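 active means inhibition above about 50%, limit read from the data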
zfTRPN1 agonist: zebrafish TRPN1 channel agonists, primary screen, cell-based, HEK293, calcium fluorescence; HEK293 zebrafish TRPN1-YFP, Fluo-8 calcium fluorescence; 100% = response to 87 µM carbachol; activation, % at 3 µM; 220,000 compounds, 0.18% hits;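 active means activation above its plate's cutoff, the mean activation of test wells on that plate plus 3 SD, cut at about 19% in these data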;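 further: 0% = DMSO alone and 100% = 87 µM carbachol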
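Control set: carbachol 87 µM as high control, DMSO as low control; system: HEK293 stable line with zebrafish TRPN1-YFP; read-out: % activation versus carbachol response; detection: intracellular calcium fluorescence with Fluo-8; doses: single test compound dose, 3 µM nominal, 0.3% DMSO; schedule: dye 1 h 37 °C plus 30 min RT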
S1P4 antagonist: S1P4 receptor antagonists, primary screen, cell-based; Sphingosine 1-phosphate receptor 4 (Homo sapiens), O95977; S1P4-expressing cells, antagonist mode, reporter read-out; inhibition, % at 4.98 µM; 220,000 compounds, 0.26% hits; AID 1510, 2009; in the data active means inhibition above about 29%;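 further: 0% = wells stimulated with agonist and 100% = vehicle wells without agonist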
The depositor's hits bear a star; i = inactive; & = joins results of further samples.

Fields: BaF3 tox	S1P4 agonist	PERK inhibitor	TRPML3 agonist	EP2 mod	Ba/F3 V617F tox	m-calpain inh	zfTRPN1 agonist	S1P4 antagonist
CN1CCCc2cc(C=O)ccc21
→ 20	-2.1	2.3	1.1	7	-1	-16	-1.0	-8
COc1cc2c(C(=O)OCCN(C)C)c(CSc3ccccc3)n(C)c2cc1Br
→ 7	0.3	-0.1	-0.7	5	2	12	0.6	-8
Cc1ccc(S(=O)(=O)C2C(=O)NC3(C)CC2c2ccccc2O3)cc1 (stereo not given)
→ 4	-1.4	0.5	-0.4	21	-4	-9	0.3	-3
CC1=C(C(=O)OCc2ccccc2)C(c2cccs2)NC(=O)N1CCCC(=O)O (stereo not given)
→ 7	0.0	0.2	0.6	24	2	4	0.9	-6
Cc1cccc2cc(CN(Cc3ccco3)S(=O)(=O)c3ccc4c(c3)OCCO4)c(=O)[nH]c12
→ 1	2.3	-0.3	0.2	15	-3	5	-0.1	-16
CC(=O)N(CCC1(c2ccc(C)cc2)CCOC(C(C)C)C1)Cc1ccco1 (stereo not given)
→ -8	-1.6	0.9	-0.4	23	-3	18	-1.2	-7
NS(=O)(=O)c1cccc(NC(=O)CSc2nnc(-c3ccccc3F)n2C2CC2)c1
→ 2	-0.3	2.2	-0.2	22	0	10	-0.9	1
COc1ccc2nc(C(F)(F)C(F)(F)F)c(C#N)c(N)c2c1
→ 3	0.9	0.0	1.6	-18	0	-28	0.0	-6
COc1ccc(C(c2nnnn2Cc2ccccc2)N2CCN(c3nc4ccccc4s3)CC2)cc1 (stereo not given)
→ 4	-0.2	-0.6	1.4	36	0	-22	1.0	-3
CCc1nnc(NC(=O)C2c3ccccc3Oc3ccccc32)s1
→ 5	-3.0	-0.7	1.3	1	2	12	1.7	-24
COc1ccccc1NC(=O)Cn1c(=O)c(N(C)C)c(N)n(C)c1=O
→ 2	-0.2	-1.3	0.6	45	5	9	2.5	-13
COc1ccc2c(c1OC)CN(C)CCc1cc3c(cc1C(=O)C2)OCO3
→ 5	-2.0	0.1	1.2	-6	0	-13	0.4	-4
O=C(N/N=C/c1cccc([N+](=O)[O-])c1)c1ccncc1
→ 1	-1.2	0.0	0.4	-9	2	19	1.8	4
O=C(Nc1cccc(S(=O)(=O)N2CCOCC2)c1)c1ccccn1
→ -7	0.1	0.5	0.0	-12	8	13	-0.5	-5
Cn1cccc1-c1cc(C(=O)N/N=C/C=C/c2ccccc2)[nH]n1
→ 6	0.5	0.2	0.6	-77	-2	-18	0.1	5
NC(=O)c1cc2cc(Br)ccc2oc1=NCc1ccccc1
→ 1	-5.0	-0.2	0.6	36	-3	12	0.1	8
COC(=O)c1cc(NS(=O)(=O)c2ccc(N3CCOCC3)c(NC(C)=O)c2)cc(C(=O)OC)c1
→ 5	-2.0	-0.1	0.9	25	-1	-34	1.1	-7
Cc1ccc(CNC(=O)c2coc(=O)c3ccccc23)o1
→ 2	1.7	0.5	0.1	17	-1	-68	-2.1	-3
C=CCN(C(=O)CNC(=O)c1cccs1)C(C(=O)NC1CCCCC1)c1cccnc1 (stereo not given)
→ 3	-0.1	1.2	1.2	-2&3	-2	-3	1.1	-12
CCn1c(SCc2ccc(C(=O)Nc3nccs3)cc2)nnc1-c1ccc(N)cc1
→ 3	-2.4	-1.8	-0.1	11	4	-8	1.0	5
Brc1cccc(OCCCCN2CCCCC2)c1
→ 6	3.9	-1.0	-0.8	-1	2	-7	-0.9	-8
CCOC(OCC)P(=O)(C(C)C)C(C)C
→ 1	0.9	0.9	1.0	14	-1	-10	-0.7	-26
CC(C)(C)NC(=O)NCCc1ccccc1
→ 0	-2.2	2.7	0.0	-6	-4	-3	0.9	-8
COc1ccc(NC2=CC(c3ccc(F)cc3)N(c3ccc(OC)cc3)C2=O)cc1 (stereo not given)
→ 1	-0.8	-0.1	0.6	17	3	-44	-1.9	-18
Cn1c(SCC(=O)c2ccc3c(c2)OCCO3)nnc1C1CC1
→ 5	1.0	-0.1	0.8	1	-3	7	-1.0	-17
COc1cccc(C(=O)Nc2cccnc2)c1
→ 5	-2.7	0.6	1.7	1	0	-31	0.7	-3
O=c1c2ccccc2nc2n1C(CSCc1ccc(Cl)cc1Cl)CS2 (stereo not given)
→ 10	2.3	0.4	0.0	10	2	11	-0.3	2
NS(=O)(=O)c1ccc(NC(=O)COC(=O)C2(c3ccccc3F)CCCC2)cc1
→ -1	1.4	0.8	1.1	-6	-4	2	0.0	-19
COc1cc(OC)c2c(c1O)OC(c1ccccc1)CC2=O (stereo not given)
→ -7	-0.1	1.7	0.9	-6	-1	-6	-0.2	0
Cc1ccc(NC(=O)c2cc(-c3ccco3)on2)cc1C
→ 1	-2.7	1.4	-0.6	-25	2	-29	-0.5	15
Cc1cc(C)c(C#N)c(=N)o1
→ 3	2.0	0.9	0.5	-8	-4	-35	1.4	-1
CCn1c(O)c(N=NC2=NC(=O)CS2)c2cc(C)ccc21
→ 2	-0.1	0.3	-0.7	-5	-4	37	-2.7	-17
C=C(C)Cn1c(SCCN2CCOCC2)nc2c1c(=O)[nH]c(=O)n2C
→ 5	0.8	0.8	0.5	5	1	-12	-0.8	-16
Cc1c(Br)c(=O)oc2c(C)c(O)ccc12
→ 6	2.1	0.6	0.3	35	-2	-441	0.4	-17
O=c1[nH]nc(-c2ccc(F)cc2)cc1Cc1ccc(F)cc1
→ 3	0.7	-1.0	0.1	-8	0	20	-1.8	-4
Clc1cccc2c1Sc1ccccc1CC2N1CCNCC1 (stereo not given)
→ 8	-1.0	-1.1	1.0	-13	6	2	-0.6	6
Cc1ccc(S(=O)(=O)N2CCC(C(=O)Nc3ccccc3N3CCCCC3)CC2)cc1
→ 4	1.5	-0.3	0.6	27&34	2	-9	-1.5	-18
c1ccc2c(c1)OCC(c1nnc3sc(-c4ccc5c(c4)OCO5)nn13)O2 (stereo not given)
→ 4	-2.7	1.0	0.2	-22	0	-109	1.2	-16
O=C(NCc1ccccn1)c1ccc(Cn2c(=S)[nH]c3ccccc3c2=O)cc1
→ 2	0.6	0.0	0.9	-39	4	-14	0.6	-9
O=C(c1ccc(S(=O)(=O)N2CCCCC2)cc1)N(c1ccccn1)C1CCCCC1
→ 2	1.6	-1.4	0.6	26	-6	-2	1.7	-6
CCS(=O)(=O)N1CCC(C(=O)Nc2cc(Cl)ccc2O)CC1
→ 1	-0.2	0.1	-0.1	-8	-2	6	0.5	-14
CC(C)Cn1c(SCC(=O)N2CCN(S(=O)(=O)c3ccccc3)CC2)nc2ccccc21
→ 4	-3.0	-0.8	-0.1	20	-1	26	-1.4	-5
CC1=Nc2ccccc2N=C(NC(=O)CSC(=S)N2CCCCC2)C1c1ccccc1 (stereo not given)
→ 6	-0.8	-0.3	2.1	19	-2	37	-1.5	19
CC(NC(=O)CN(C)Cc1nc2ccccc2c(=O)[nH]1)c1ccccc1 (stereo not given)
→ 3	1.2	0.0	0.3	-35	-3	18	-0.2	20
CS(=O)(=O)N1CCN(C(=O)c2csc3ccccc23)CC1
→ 3	-0.8	1.3	0.8	-13	-3	3	1.1	-9

Ordered by the number under TRPML3 agonist (highest first): three of the compounds above
smiles | TRPML3 agonist
Cc1ccc(S(=O)(=O)N2CCC(C(=O)Nc3ccccc3N3CCCCC3)CC2)cc1 | 0.6
CC(NC(=O)CN(C)Cc1nc2ccccc2c(=O)[nH]1)c1ccccc1 (stereo not given) | 0.3
CC(C)Cn1c(SCC(=O)N2CCN(S(=O)(=O)c3ccccc3)CC2)nc2ccccc21 | -0.1

Continued.
Fields: BaF3 tox	S1P4 agonist	PERK inhibitor	TRPML3 agonist	EP2 mod	Ba/F3 V617F tox	m-calpain inh	zfTRPN1 agonist	S1P4 antagonist
CCCN(CCC)S(=O)(=O)c1ccc(C(=O)N2CCC(=O)c3ccccc32)cc1
→ 3	-1.3	-0.7	1.0	-18	-1	7	0.4	-9
CCN(Cc1cc2ccccc2[nH]c1=O)C(=O)C1CCCCC1
→ 3	1.9	0.5	0.5	6	-1	-22	1.9	-4
COc1ccc([N+](=O)[O-])cc1NC(=O)CS(=O)(=O)c1ccc(C)cc1
→ 2	0.3	-0.8	0.1	-48	1	-21	-0.8	-7
C/C(=N\NC(=O)c1cc([N+](=O)[O-])cc([N+](=O)[O-])c1)c1ccco1
→ 8	-0.8	0.9	1.0	-3	4	-12	0.9	-21
Cc1ccc(Nc2nc(N)[nH]c(=O)c2N=O)cc1
→ 3	0.3	0.7	1.0	-17	5	27	0.6	3
Nc1ccc2c(C(F)(F)F)cc(=O)oc2c1
→ 2	0.2	2.3	0.3	-33	2	i	1.3	46*
Nc1c(C(=O)N/N=C/c2cccnc2)oc2nc(-c3ccccc3)cc(-c3ccco3)c12
→ -3	0.7	-0.3	1.1	-57	3	-63	2.6	2
COc1cc(/C=C(/NC(=O)c2ccccc2)C(=O)Nc2ccc(O)cc2)c([N+](=O)[O-])cc1OC
→ 8	-0.1	0.6	0.2	13	-1	25	0.9	-5
O=C(CCC1CCCCC1)Nc1ccc(C(=O)c2ccncc2)cc1
→ 6	0.4	1.4	1.2	-49	1	51*	0.5	-13
CN(C)S(=O)(=O)c1cccc(NC(=S)N/N=C/c2cccc(O)c2)c1
→ 2	0.8	0.2	1.0	-72	-1	-13	3.0	-7
O=C(COc1ccc(Cl)cc1)NCc1nnc(SCC(=O)NC2CCCCC2)o1
→ 5	0.6	-0.7	0.0	14	2	-5	-0.7	3
Cc1nc(-c2ccc(C(=O)Nc3cccc(Br)c3)cc2)cs1
→ 9	-0.5	0.2	4.3	-32	4	-6	12	-4
CC1CN(CC(O)COc2ccc(C(=O)c3ccccc3)cc2)CC(C)O1 (stereo not given)
→ 3	2.9	-1.2	1.0	16	4	-5	1.2	-18
O=C(CN(c1ccc2c(c1)OCCO2)S(=O)(=O)c1ccccc1)NCC1CCCO1 (stereo not given)
→ 2	0.1	-0.3	0.8	22	-5	7	-0.3	-11
COc1cc(/C=C/C(=O)O)cc(S(=O)(=O)Nc2ccc(F)cc2)c1OC
→ 2	0.8	0.7	0.9	38	-2	-3	2.4	-15
COc1ccc(/C(C)=N/Nc2ccc(C(=O)O)cc2)c(OC)c1
→ 5	1.4	0.8	0.2	15	2	5	0.0	-7
O=C(NCC1CCCN(C(=O)CN2CCCCC2)C1)c1ccccc1Cl (stereo not given)
→ -5	0.3	-1.5	1.2	5	4	-12	1.5	0
CCOc1cc([C@H]2[C@@H]3CCCC[C@]3(O)CCN2CC(=O)NCc2ccco2)ccc1O
→ -2	0.4	0.1	0.0	23	-4	-9	0.7	-4
